RGS4 inh = Inhibitors of Regulator of G Protein Signaling (RGS) 4: qHTS. 390,000 compounds, 0.039% hits. Potency, µM (top dose mostly 114 µM), for inactives: top-dose activity change, negative = inhibition, actives largely listed as inhibitors. AID 504845, 2011. Transcreener GDP fluorescence polarization, RGS4-accelerated GTP hydrolysis. Regulator of G-protein signaling 4 (Homo sapiens), P49798; also: % is scaled to controls: 0 for no effect and ±100 for the full control effect; nearly all actives have a fitted effect of over 75% in size; some results filed as inactive show a strong effect at the top dose
Target sequence (P49798 whole entry, looked up): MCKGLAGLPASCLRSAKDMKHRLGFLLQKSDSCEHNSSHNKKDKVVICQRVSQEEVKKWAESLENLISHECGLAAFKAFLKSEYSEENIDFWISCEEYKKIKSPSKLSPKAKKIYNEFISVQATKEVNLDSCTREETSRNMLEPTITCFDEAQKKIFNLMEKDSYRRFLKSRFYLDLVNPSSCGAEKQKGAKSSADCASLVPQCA
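MLSMR compounds (23 nl, pin-transferred) preincubated 10 min at room temperature with a 500nM (2x) first reagent, then RGS4 at 900nM (2x) plus Transcreener GDP mix added; fluorescence polarization (620/688 nm) read before and after 90 min at 30 °C.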
PGK inhibitor = qHTS Assay to Find Inhibitors of Phosphoglycerate Kinase; Phosphoglycerate kinase, glycosomal (Trypanosoma brucei brucei), P07378; PGK/GAPDH coupled, Kinase-Glo luminescence, 60 min; Potency, µM (highest dose often 57.5 µM), for the others: top-dose activity change, negative = inhibition, actives largely listed as inhibitors; 380,000 compounds, 0.043% hits; also: % is scaled to controls: 0 for no effect and ±100 for the full control effect; nearly all actives have a fitted effect of over 60% in size
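Luminescent ATP detection (Kinase-Glo Plus) follows a 60-minute room-temperature incubation, with wells lacking PGK as controls. Buffer: 100 mM TEA (pH 7.6), 5 mM MgCl2, 0.01% Tween-20. Coupling enzyme GAPDH (100 nM final) supplies unstable 1,3-BPG in-well.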
Pin1 inhibitor = qHTS Assay to Find Inhibitors of Pin1; Potency, µM (titrated, usually from 115 µM), inactives show at the top dose activity, negative = inhibition, usual class: inhibitors; 390,000 compounds, 0.009% hits; Peptidyl-prolyl cis-trans isomerase NIMA-interacting 1 (Homo sapiens), Q13526; Pin1 FP peptide displacement, HiFluor488, 10 min; active = well fitted inhibition curve with a large enough effect in the polarisation, with a control signal flat, not every such curve was filed as active; inconclusive = small, poorly fitted or top-dose-only effect, or effect the other way, or a change in a side signal; inactive = no such curve, though single readings can be large or run the other way; the % refers to the polarisation; also: % is scaled to controls: 0 for no effect and ±100 for the full control effect
Target sequence (Q13526 whole entry, looked up): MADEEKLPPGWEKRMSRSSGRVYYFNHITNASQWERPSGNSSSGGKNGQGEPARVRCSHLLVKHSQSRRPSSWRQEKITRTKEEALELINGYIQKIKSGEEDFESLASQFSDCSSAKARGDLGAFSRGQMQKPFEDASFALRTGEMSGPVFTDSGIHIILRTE
rTrxR1 inhibitor = qHTS Assay for Inhibitors of Mammalian Selenoprotein Thioredoxin Reductase 1 (TrxR1): qHTS | AID 588453, 2011 | Thioredoxin reductase 1, cytoplasmic (Rattus norvegicus), O89049 | Potency, µM (highest dose often 114 µM), for the others: at the highest dose activity change, negative = inhibition, usual class: inhibitors | 390,000 compounds, 1% hits | recombinant rTrxR1, NADPH fluorescence consumption, selenite substrate; also: % is scaled to controls: 0 for no effect and ±100 for the full control effect; nearly all actives have a fitted effect of over 65% in size
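Rat TrxR1 (90 nM in the dispensed reagent) was pre-reduced with 400 uM NADPH for 5 min at room temperature, then incubated with compound for 15 min. After 400 uM selenite was added, NADPH fluorescence (Ex 340/Em 450 nm) was followed for 8 min.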
12-LOX inh = Primary qHTS assay for inhibitors of human arachidonate 12S-lipoxygenase (ALOX12): Round 2 | Polyunsaturated fatty acid lipoxygenase ALOX12 (Homo sapiens), P18054 | purified 12hLO, xylenol orange hydroperoxide absorbance | Potency, µM (titrated, usually from 108 µM), for the others: at the highest dose activity change, negative = inhibition, most hits filed as inhibitors | 580,000 compounds, 1.1% hits; also: % is scaled to controls: 0 for no effect and ±100 for the full control effect
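Hydroperoxide product was detected by ferrous iron/xylenol orange as the 573 to 405 nm absorbance ratio. Arachidonic acid at 40 uM (final) was turned over for 30 min at room temperature by 150 nM human 12hLO, pH 7.0 Hepes buffer, after 15 min compound preincubation.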
ERG Ets-DNA blk = qHTS for Small Molecule Inhibitors of the ERG Ets/DNA interaction | Potency, µM (highest dose often 76.9 µM), inactives show at the top dose FP activity, negative = inhibition, hits mostly inhibitors | Transcriptional regulator ERG (Homo sapiens), P11308 | fluorescence polarization, His-ERG Ets domain / labelled DNA | AID 624246, 2012 | 370,000 compounds, 0.028% hits; active = well fitted inhibition curve with a large enough effect in the polarisation, with a control signal flat; inconclusive = small, poorly fitted or top-dose-only effect, or effect the other way, or a change in a side signal; inactive = no such curve, though single readings can be large or run the other way; the % refers to the polarisation;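 also: polarization taken with two DNA probes labelled with fluorescein and Texas red; % of control where 0% means no effect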
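His-tagged ERG Ets domain (1 uM in the protein solution; 300mM KCl, 50mM Tris-HCl, 1mM EDTA, 1mM DTT, pH 7.5) received compound, then a probe mix of 5 nM fluorescein-DNA and 100nM Texas-615-DNA. Fluorescence polarization was read for both dyes.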
JMJD2A Tudor inh = qHTS Assay for Inhibitors of JMJD2A-Tudor Domain; Lysine-specific demethylase 4A (Homo sapiens), O75164; AlphaScreen JMJD2A-Tudor / H3K4me3 peptide binding; Potency, µM (doses to about 114 µM), inactives show at the highest dose activity change, negative = inhibition, hits mostly inhibitors; 390,000 compounds, 4.4% hits; also: % is scaled to controls: 0 for no effect and ±100 for the full control effect; nearly all actives have a fitted effect of over 50% in size
GLS inhibitor = qHTS for Inhibitors of Glutaminase (GLS); GLS enzymatic activity, qHTS titration; Potency, µM (titrated, usually from 45.5 µM), without a hit: at the highest dose activity change, negative = inhibition, usual class: inhibitors; 410,000 compounds, 0.21% hits; AID 624170, 2012; also: % is scaled to controls: 0 for no effect and ±100 for the full control effect
Target sequence (O94925 whole entry, looked up): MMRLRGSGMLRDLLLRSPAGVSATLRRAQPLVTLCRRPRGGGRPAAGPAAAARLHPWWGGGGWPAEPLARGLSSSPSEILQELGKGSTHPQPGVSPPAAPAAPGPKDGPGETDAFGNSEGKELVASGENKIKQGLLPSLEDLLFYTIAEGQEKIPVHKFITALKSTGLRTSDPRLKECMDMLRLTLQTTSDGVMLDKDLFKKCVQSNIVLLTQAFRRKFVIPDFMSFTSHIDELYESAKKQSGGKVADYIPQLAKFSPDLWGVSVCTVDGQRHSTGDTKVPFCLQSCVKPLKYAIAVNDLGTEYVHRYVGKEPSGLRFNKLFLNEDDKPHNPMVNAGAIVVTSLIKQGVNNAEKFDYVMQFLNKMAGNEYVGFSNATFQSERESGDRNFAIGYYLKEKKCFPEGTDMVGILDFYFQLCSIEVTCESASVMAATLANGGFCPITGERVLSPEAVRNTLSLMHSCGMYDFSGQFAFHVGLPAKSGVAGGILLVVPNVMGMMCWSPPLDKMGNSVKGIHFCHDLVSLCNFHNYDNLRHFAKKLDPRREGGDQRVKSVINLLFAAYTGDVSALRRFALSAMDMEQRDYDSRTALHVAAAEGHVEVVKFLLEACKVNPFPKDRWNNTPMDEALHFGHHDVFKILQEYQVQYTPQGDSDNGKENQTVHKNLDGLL
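Human kidney-isoform GLS in 45 mM KH2PO4 pH 8.2, 0.02% Tween-20, with compound, started with 1mM L-Glutamine (added stock). Glutamate oxidase/HRP/Amplex red coupled fluorescence read at start and after 30 min at RT.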
HP1b chromo inh = HTS for Inhibitors of HP1-beta Chromodomain Interactions with Methylated Histone Tails; Chromobox protein homolog 1 (Homo sapiens), P83916; 390,000 compounds, 0.56% hits; AlphaScreen HP1-beta / biotin-H3K9me3 peptide binding; Potency, µM (titrated, usually from 114 µM), for the others: at the highest dose activity change, negative = inhibition, actives largely listed as inhibitors; AID 540317, 2011; also: nearly all actives have a fitted effect of over 70% in size; inactives centre near 23
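Compound inhibition of the preformed complex between 50 nM HP1-beta and 50 nM biotinylated H3K9me3 peptide was read by AlphaScreen. Buffer was PBS pH 7.4 with 0.01% Tween-20. Incubations ran 30 min at room temperature, with 10 ug/mL donor/acceptor beads.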
An asterisk follows results filed as active; i = inactive; ? = inconclusive; . = not tested or not shown; [ ] = another dose, or the depositor's remark. Unless noted, calls follow the shape of the dose curve; as a rule, active = well fitted curve in the direction sought with a large enough effect; inconclusive = small, poorly fitted or top-dose-only effect, or another doubt; inactive = no such curve, though single readings can be large; an effect the other way counts as inactive or inconclusive. Potency is read from the fitted curve at half-maximal effect.

SMILES	RGS4 inh	PGK inhibitor	Pin1 inhibitor	rTrxR1 inhibitor	12-LOX inh	ERG Ets-DNA blk	JMJD2A Tudor inh	GLS inhibitor	HP1b chromo inh
Cc1ccc(CNC(=O)CSc2ncc(S(=O)(=O)c3ccc(Br)cc3)c(=O)[nH]2)cc1	2%	-3%	-1%	5%	?	4%	-12%	0%	24%
Cc1ccccc1NC(=O)CSc1nnc(-c2cccc(Cl)c2)o1	3%	.	-5%	20%	-15%	-1%	-5%	7%	35%
Cc1cc(C)c(CN2CCN(CCCn3cnc(C(=O)Nc4ccc(C)c(C)c4)n3)CC2)c(C)c1	-37%	-3%	?	8%	?	-17%	?	6%	-16%
O=C(CC(=O)Nc1ccccc1C(=O)O)NNC(=O)Cc1ccccc1	-3%	-5%	0%	18%	1%	-7%	?	0%	16%
NS(=O)(=O)c1ccc(CCNC(=O)C2CCN(S(=O)(=O)c3ccccc3)CC2)cc1	14%	5%	2%	1%[57.1 µM]	0%	3%	-21%	11%	33%
O=C(COc1ccc(S(=O)(=O)NCc2ccccc2)cc1Cl)N1CCOCC1	19%	i	-1%	13%	6%	5%	-22%	0%	21%
COc1ccccc1/C=C1\CCC(C2CCCC2)C1=O (centres undefined)	35%	-6%	-2%	7%	2%	-4%	34%	3%	55%[activator]
Cc1ccc(CC(=O)Nc2nccs2)cc1	-18%	-5%	-1%	20%	-10%	-6%	6%	0%	40%[activator]
O=C(CCN1C(=O)c2ccccc2C1=O)Nc1ccc(-c2nc3ccccc3s2)cc1	-14%	-3%	-9%	20%[57.1 µM]	-13%	-9%	-1%	3%	27%
Cc1ccc(C(=O)NC(C)c2ccc(S(N)(=O)=O)cc2)s1 (centres undefined)	-1%	5%	0%	1%	16%	-9%	2%	9%	13%
CCOC(=O)CNC(=O)c1cn(CC(C)C)c(=O)c2cc(OC)c(OC)cc12	9%	-6%	?	-6%	-19%	0%	-11%	3%	21%
O=C(c1nnc(Cc2ccc(Cl)cc2)o1)N1CCc2ccccc2C1	8%	i	6%	33%	13%[57.4 µM]	-2%	6%	-1%	66%[activator]
C/C=C\C=C\C(=O)N1CC2(CC(c3cccc(NC(=O)/C(C)=C\C)c3)=NO2)C[C@H]1C(N)=O (some centres undefined)	?	-11%	28%	50µM*	-1%	-9%	?	0%	9%
COc1ccc(C)cc1NC(=O)C(OC(=O)C1=NNC(=O)CC1)c1ccccc1 (centres undefined)	6%	-10%	1%	12%	2%	7%	-25%	-10%	26%
CCOc1ccc(/C(O)=C2/C(=O)C(=O)N(c3ccccn3)C2c2ccc(C)cc2)c(C)c1 (centres undefined)	12%	i	-4%	-29%	?	5%	35µM*	-5%	?
Cc1ccccc1-c1nnn(CC(=O)NCc2ccc3c(c2)OCO3)n1	27%	-4%	4%	13%	-15%	-5%	-8%	-2%	22%
COc1ccc(N2C(=O)C3CCCN3C2c2cccc(C)c2)cc1 (centres undefined)	13%	i	6%	30%	392%[activator]	0%	-5%	3%	21%
CC(OC(=O)c1ccc(S(=O)(=O)N(C)C)cc1)C(=O)Nc1ccc(Cl)cn1 (centres undefined)	2%	5%	-2%	-5%[57.1 µM]	?	13%	-7%	7%	12%
O=C(NC1CCN(Cc2ccccc2)CC1)c1c(Cl)cccc1Cl	18%	3%	0%	0%	.	31%[activator]	-20%	11%	23%
CCC1=Nc2cc(C(=O)NCCN3CCOCC3)ccc2Sc2ccccc21	23%	6%	4%	10%	1%	2%	-24%	1%	18%
Cc1ccc(NC(=O)C2CCCN(C(=O)c3ccc(Cl)cc3)C2)cc1C (centres undefined)	-15%	-7%	6%	5%	?	-12%	-7%	-10%	32%
CCOC(=O)C1(Cc2ccccc2)CCN(Cc2cccn2-c2nccs2)CC1	-15%	i	4%	13%	-7%	3%	-33%	8%	-9%
Cc1ccc(CSCCNC(=O)c2ccccc2)cc1	16%	1%	-1%	-31%	-15%	-1%	11%[57.1 µM]	11%	37%
CCN1CCCC1CNC(=O)C(NC(=O)C1CCC(C)CC1)C(C)C (centres undefined)	2%	-13%	0%	10%	-6%	-12%	-3%	-27%	21%
CCN1CC=C2C(C#N)=C(N)C(C#N)(C#N)C(CCc3ccccc3)C2C1 (centres undefined)	-52%	-1%	?	-31%	0%	-5%	?	-30%	-6%
CCCC1=NN(C(=O)Cc2ccc(OC)c(OC)c2)C(O)(C(F)(F)F)C1 (centres undefined)	-2%	-8%	-3%	40%	34%[activator]	2%	-4%	-3%	46%[activator]
Cc1ccc(C(=O)CSc2cc(C)[nH]c(=O)n2)cc1	-39%	-2%	50%[activator]	7%	?	1%	?	-3%	-4%
Cc1ccc(CNCC(=O)Nc2ccc(N3CCOCC3)cc2)cc1	-1%	6%	-4%	-3%	-27%	-15%	1.4µM*	10%	40µM*
Cc1ccccc1NC(=O)Cn1c(=O)oc2cc(Br)ccc21	-3%	i	0%	6%[57.1 µM]	?	5%	-33%	3%	73%[activator]
CCOC(=O)C(Cc1nc(OCc2ccccc2)cc(OCc2ccccc2)n1)=NO	1%	-4%	8%	6%[11.4 µM]	-2%	1%	-1%	7%	48%[activator]
O=C(CCCOc1ccc(Cl)cc1)N1CCOCC1	-8%[11.4 µM]	-5%	-2%	17%[57.1 µM]	0%	-5%	-20%[57.1 µM]	-1%	-4%
O=C(Cc1cccs1)Nc1nc2c(s1)CCCC2	5%	2%	-7%	-4%	-11%	0%	?	6%	-12%
CCCCc1cc(=O)oc2cc(C)cc(OCC(=O)Nc3ccccn3)c12	-18%	-7%	1%	37%[activator]	22%	5%	-1%	-5%	24%
CCN(CC)C(=O)c1c(-c2ccccc2)oc2ccc(O)cc12	-10%	-10%	1%	18%	71%[activator]	-4%	-17%	12%	15%
COc1ccc(C(=O)N/N=C/c2ccc(OC)c(OS(=O)(=O)c3ccccc3)c2)cc1	-4%	-5%	?	12%[57.1 µM]	-1%	0%	-12%	-15%	5%
CCOC(=O)c1c(NC(=O)CSc2nnc(C)s2)sc2c1CCC(C)C2 (centres undefined)	-16%	-9%	29%	6%[57.1 µM]	107%[activator]	-4%	-27%	9%	3%
CCCN(CC(=O)Nc1ccc(F)c(F)c1F)C(=O)Cc1ccc(OC)c(S(=O)(=O)N2CCOCC2)c1	-10%	-2%	2%	24%	471%[activator]	4%	-5%	-3%	64%[activator]
CC1CN(C(=O)c2ccc(COCC(F)(F)F)o2)CC(C)O1 (centres undefined)	2%	.	-1%	-3%	6%	.	-16%	13%	25%
O=C(O/N=C1/CCCc2occc21)c1ccc(Cl)cc1Cl	8%	-1%	-2%	6%	-34%	-1%	4%	-2%	6%
CCCCn1c(N)c(N(CCOC)C(=O)c2ccc(COc3ccccc3)o2)c(=O)[nH]c1=O	-1%	-10%	-2%	10%	-8%	-6%	-16%	10%	7%

Single records (already shown):
O=C(Cc1cccs1)Nc1nc2c(s1)CCCC2 across the screens: RGS4 inh: 5%; PGK inhibitor: 2%; Pin1 inhibitor: -7%; rTrxR1 inhibitor: -4%; 12-LOX inh: -11%; ERG Ets-DNA blk: 0%; JMJD2A Tudor inh: ?; GLS inhibitor: 6%; HP1b chromo inh: -12%
O=C(NC1CCN(Cc2ccccc2)CC1)c1c(Cl)cccc1Cl across the screens: RGS4 inh: 18%; PGK inhibitor: 3%; Pin1 inhibitor: 0%; rTrxR1 inhibitor: 0%; 12-LOX inh: .; ERG Ets-DNA blk: 31%[activator]; JMJD2A Tudor inh: -20%; GLS inhibitor: 11%; HP1b chromo inh: 23%

(cont.)
SMILES	RGS4 inh	PGK inhibitor	Pin1 inhibitor	rTrxR1 inhibitor	12-LOX inh	ERG Ets-DNA blk	JMJD2A Tudor inh	GLS inhibitor	HP1b chromo inh
COc1ccc(CN(Cc2ccc(OC)cc2)C(=O)c2cccs2)cc1	-6%	-3%	0%	23%[57.1 µM]	i	-1%	17%	4%	71%[activator]
O=C(N/N=C/c1cc(Br)ccc1O)C(=O)Nc1ccccc1OC(F)(F)C(F)F	-5%	i	1%	3%	-13%	-6%	-36%	1%	27%
N#Cc1sc2nc3c(cc2c1N)CCCC3	-20%	9%	5%	-7%	?	3%	33%	9%	59%[activator]
O=C(c1ccccc1)N1CCN(C2CCCCC2)CC1	-4%	-6%	0%	-2%	?	5%	7.1µM*	7%	?
COc1ccccc1Nc1nc(Cl)nc(Nc2ccccc2OC)n1	12%	-2%	3%	12%[57.1 µM]	-2%	13%	-5%	-4%	21%
Cc1onc(-c2c(Cl)cccc2Cl)c1C(=O)OCC(=O)c1ccccc1	-7%	0%	0%	19%	1%	6%	43%[activator]	-7%	67%[activator]
CCOc1ccc(NC(=O)c2cccc3c2C(=O)N(CC2CCCO2)C3)cc1 (centres undefined)	2%	-13%	5%	10%[57.1 µM]	1%[57.4 µM]	-12%	?	0%	-2%

Compound activity as filed in PubChem.

An excerpt; the hit share may differ from the screen's.
